MT stabilizer: microtubule stabilizers in HeLa cells; HeLa tubulin immunostaining HCS, 24 h; share of cells brighter than vehicle mean+2SD; % tubulin-high responders, % at 10 µM; 200,000 tested, 0.83% active;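 active = plate Z-score above 3 for both tubulin-high and condensed-nucleus cell shares, with cell loss under 80%, at 10 µM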;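 note: anti alpha tubulin signal scored within the nucleus-defined area of each cell; some results filed as inactive read as strong as hits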
TNAP activators: human TNAP enzyme activators, primary screen, biochemical, luminescent, no phosphate acceptor, uHTS (AID 1001). 200,000 tested, 0.03% active. activation fold at 20 µM, or EC50 in µM where a hit was titrated. purified TNAP, luminescent activation assay, no phosphate acceptor; higher activation fold means a stronger effect; in the data active = activation fold from about 3, or a potency from the dose series; inactive = the rest, 99 in 100 with activation fold below about 1.6; note: many of its hits are not listed in these tables
PMI inhibitors: inhibitors of human PMI, primary screen, biochemical, fluorescence intensity, coupled assay (AID 1209). purified PMI enzyme, coupled fluorescence intensity; higher % means a stronger effect. one-dose inhibition, % at 20 µM; IC50 in µM for titrated hits. 190,000 tested, 0.42% active;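 note: plate controls were DMSO vehicle for no effect and wells lacking substrate for full effect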
Lipid droplet: modulators of hepatic lipid droplet formation; AML12 mouse hepatocytes, oleate lipid droplets, BODIPY imaging; inhibition, % at 6.5 µM; 240,000 tested, 0.4% active;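 active = lipid droplet intensity inhibited by at least 50%, with more than 500 cells counted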
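Material: mouse AML12 hepatocyte cell line, fixed after treatment; Timing: compound with oleate, overnight; Technique: high-content imaging of BODIPY-stained droplets and DAPI nuclei; Probe or stimulus: oleate, 100 µM final; Dosing: compound at 6.5 µM only.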
T cell HTS: T cell immune modulators affecting CD8 T cell-vesicle binding; 2C CD8+ T cell-vesicle binding, flow cytometry; active compounds read low; 330,000 tested, 0.068% active; calls only at 7 µM; AID 2052;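 active = response, share of CD8 T cells binding vesicles, and their 90th percentile fluorescence all below set limits, cut at about 80% in these data, passing the limit was not always enough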
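Material: 2C TCR transgenic mouse naive CD8+ T cells, MACS-purified. Also added: QL9-charged Drosophila Ld/ICAM-1/B7-1 vesicles. Timing: binding 1.5 h at 37 °C. Measured by: high-throughput flow cytometry with anti-B7-1 and anti-CD8 staining. Read-out: percent CD8+ FL2 mean versus row control. Controls: Unloaded micro-vesicles (low), QL9 vesicles with 0.7% DMSO (high).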
b-catenin transl: beta-catenin nuclear translocation modulation; HeLa beta-catenin nuclear translocation, immunofluorescence imaging; nuclear translocation activity, % at 5 µM; 190,000 tested, 0.3% active;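 active = nuclear translocation activity above 50% at 5 µM, with a well cell count of 50 or more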;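 note: per-cell ratio of nuclear to cytoplasmic median beta-catenin stain intensity; plate controls were DMSO negative control for no effect and GSK-3 inhibitor IX positive control for full effect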
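Test system: HeLa cells, endogenous beta-catenin; Compound: single 5 µM dose plus 0.02–20 µM confirmation series; Times: compound exposure 24 h at 37°C; Signal: fluorescence imaging of beta-catenin antibody stain plus DAPI; Read-out: % activation, nuclear-to-cytoplasmic median beta-catenin signal ratio per cell.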
Autophagy mod: alters autophagy in cells; AID 463193; 190,000 tested, 0.98% active; calls only at 10 µM (by protocol); MEF GFP-LC3 puncta imaging; test concentration mostly 10 µM;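 active = percentage of spot-positive cells more than 3 SD above its plate mean, without a fluorescence outlier flag or 80% toxicity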;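 note: spot-positive cell cutoff set from DMSO-treated cells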
Ins promoter up: MIN6 insulin promoter up-regulation; MIN6 insulin promoter-GFP reporter, high-content imaging; active compounds read high; z-score at 5 µM; 190,000 tested, 0.3% active;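 active = z-score above 3 at 5 µM with at least 500 cells counted in the well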
PMI inhibition: MPI inhibition at elevated mannose 6-phosphate – biochemical, fluorescence intensity, high mannose 6-phosphate, primary screen (AID 1220). recombinant PMI enzyme, coupled fluorescence intensity; higher % means a stronger effect. one-dose inhibition, % at 20 µM; IC50 in µM for titrated hits. 190,000 tested, 0.66% active
Ins promoter up cell count: recorded beside Ins promoter up, whose call it bears; cell count; measured here: cytotoxicity, nuclei count;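 total cells summed across four imaged fields per well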
Lipid droplet cells 6.5 µM: also measured in Lipid droplet; calls as there; cell count; measured here: cell count, cytotoxicity flag;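 cells counted across two imaged fields per well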
b-catenin transl cell count 5 µM: recorded beside b-catenin transl, whose call it bears; cell count; measured here: cell count, cytotoxicity flag
T cell HTS vesicle-bound %: further read-out of T cell HTS, marked with its call; double positive events, %; measured here: CD8+ vesicle-bound cell fraction;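 binding gate set so that unloaded-vesicle control wells show 10% double positive cells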
MT stabilizer Hoechst-high %: further read-out of MT stabilizer, marked with its call; % Hoechst-high responders; measured here: nuclear condensation Hoechst responders;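 share of cells brighter than vehicle mean plus two SD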
MT stabilizer cytotoxicity %: further read-out of MT stabilizer, marked with its call; toxicity, %; measured here: cytotoxicity by cell density;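 0% = mean cell density of plate MIN control wells and 100% = no cells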
Autophagy mod cell loss 18 h: further read-out of Autophagy mod, marked with its call; toxicity, %; measured here: cell loss, nuclei count;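 cell loss after 18 h compound exposure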
An asterisk follows results filed as active; i = inactive; · = no result given. Cut-off read from the data, not from the text of the source, unless noted: active = inhibition above about 50%; inactive = the rest.

Under each structure: MT stabilizer, MT stabilizer Hoechst-high %, MT stabilizer cytotoxicity %, TNAP activators, PMI inhibitors, Lipid droplet, Lipid droplet cells 6.5 µM, T cell HTS, T cell HTS vesicle-bound %, b-catenin transl, b-catenin transl cell count 5 µM, Autophagy mod, Autophagy mod cell loss 18 h, Ins promoter up, Ins promoter up cell count, PMI inhibition
1) S=C(c1c[nH]c2ccccc12)N1CCOCC1
→ 4.0, 1.7, 10, 1.1, 27%, 0, 662, i, 32, 0.2, 1518, i, 13, -0.34, 1474, 13%
2) Cc1cccc(NC(=O)C2(C)CC3c4ccccc4C2c2ccccc23)c1C (stereo not given)
→ 3.8, 2.5, 9.7, 1.1, 1%, -11, 691, i, 48, -2.2, 1137, i, -4, -0.35, 1574, -8%
3) CCOc1ccc(C(C)NC(=S)NCc2ccc(Cl)cc2)cc1 (stereo not given)
→ 2.1, 1.1, 10.0, 1.2, 8%, 10, 657, i, 32, 1.6, 934, i, 11, 0.33, 1626, 1%
4) CN(C)CCNC(=O)/C(=N\O)c1ccccn1
→ 1.4, 1.4, 0.5, 1.1, 8%, 2, 697, i, 10, 0.5, 1508, i, 18, 0.26, 1301, 5%
5) O=C(O)C1(c2ccccc2)CCN(S(=O)(=O)c2cccs2)CC1
→ 5.6, 2.0, 11, 1, -3%, 9, 706, i, 65, -6.0, 1160, i, -9, 0.24, 1586, 3%
6) O=C(Nc1ccccc1C(F)(F)F)N1CCC(N2CCCCC2)CC1
→ 2.3, 2.0, 5.7, 1.2, 8%, ·, ·, i, 42, -1.2, 941, i, 5, 0.12, 1536, 7%
7) CC(C)OCCCN1CN(S(=O)(=O)c2ccc(Cl)cc2)c2nc3ccccc3nc21
→ 3.7, 2.2, 9.1, 1, -35%, ·, ·, i, 18, 2.0, 1402, i, 19, 0.09, 1317, -97%
8) C/C(CC1CC(C)OC1=O)=N\NC(N)=S (stereo not given)
→ 3.8, 2.5, 6.5, 1.1, 18%, -9, 596, i, 46, -0.9, 1057, i, 4, 1.2, 1487, 10%
9) CCc1noc(C)c1C(=O)N1CC(C)OC(C)C1 (stereo not given)
→ 1.7, 1.8, 13, 1.2, 5%, ·, ·, i, 60, -0.9, 926, i, 8, -0.45, 1490, 1%
10) COC(=O)C[N+](C)(C)CC#Cc1ccccc1
→ 1.3, 3.1, 4.7, 1, -1%, -2, 698, i, 44, -2.3, 549, i, 2, 0.51, 1372, 1%
11) CC(=O)Nc1nc2ccccc2n1CCN1CCOCC1
→ 1.9, 0.9, 22, 1, -4%, 6, 712, i, 28, -7.0, 1152, i, -5, 0.11, 1184, -2%
12) Cn1c(CCNC(=O)c2ccccc2Cl)n[nH]c1=S
→ 2.6, 1.4, 7.2, 0.9, 6%, ·, ·, i, 56, ·, ·, i, -36, ·, ·, -5%
13) O=C(NCCN1C(=O)S/C(=C\c2ccc(OC(F)F)cc2)C1=O)[C@@H]1CCCN1C(=O)c1cccs1
→ 2.3, 1.3, 1.1, 1.1, 6%, -31, 644, i, 2, 0.1, 1165, i, 2, -0.36, 1422, -13%
14) C=CCn1c(CNC(=O)c2ccccc2C)nnc1SCC(=O)NC1CCCC1
→ 3.5, 2.1, 1.9, 1.1, 8%, -3, 732, i, 40, ·, ·, i, 0, -0.23, 1193, 7%
15) CCOC(=O)Cn1nnnc1C(CC)N(Cc1cccs1)Cc1cc2ccc(OC)cc2[nH]c1=O (stereo not given)
→ 5.1, 4.4, 8.2, 1.1, 13%, ·, ·, i, 58, -0.2, 1119, i, 1, -0.13, 1046, 5%

Later entries
Under each structure: MT stabilizer, MT stabilizer Hoechst-high %, MT stabilizer cytotoxicity %, TNAP activators, PMI inhibitors, Lipid droplet, Lipid droplet cells 6.5 µM, T cell HTS, T cell HTS vesicle-bound %, b-catenin transl, b-catenin transl cell count 5 µM, Autophagy mod, Autophagy mod cell loss 18 h, Ins promoter up, Ins promoter up cell count, PMI inhibition
16) COc1ccc(NS(=O)(=O)c2cccc(Cl)c2)cc1S(=O)(=O)N1CCCCC1
→ 2.4, 1.8, 8.7, 1, 0%, -2, 601, i, 25, -2.4, 912, i, 15, 0.08, 1219, -8%
17) CC(=O)C1C(c2ccc(F)c(F)c2)NC(=O)NC1(O)C(F)(F)F (stereo not given)
→ 4.0, 2.7, 8.4, 1.1, -13%, 12, 718, ·, ·, 1.0, 1156, i, -8, 0.22, 1306, -14%
18) O=C(CC(Nc1ccccc1Cl)C(=O)O)c1ccccc1 (stereo not given)
→ 1.9, 1.4, 8.2, 1, -3%, -17, 685, i, 36, 0.4, 1343, i, -8, 0.79, 1440, -4%
19) CN(CC(O)COc1ccc(S(=O)(=O)N2CCOCC2)cc1)C1CCCCC1 (stereo not given)
→ 1.3, 1.3, 7.8, 1.1, 6%, -3, 750, i, 12, 2.8, 1212, i, -4, -0.8, 1202, 7%
20) O=C(Cn1ccsc1=NC(=O)c1ccco1)c1ccccc1
→ 4.8, 1.6, 7.7, 1.1, 0%, ·, ·, i, 16, -4.7, 885, i, -19, 0.48, 1193, 8%
21) COc1ccccc1Nc1nc(C)cc(C)c1C(N)=O
→ 1.9, 1.8, 3.7, 1.1, 12%, 23, 777, i, 42, ·, ·, i, -7, -0.01, 1314, 12%
22) N#C/C(=C\c1ccccc1[N+](=O)[O-])C(=O)NCc1ccccc1
→ ·, ·, ·, ·, ·, 13, 710, i, 34, -0.8, 1294, ·, ·, -0.06, 1082, ·
23) COc1ccc(OC)c(-c2cc(C(=O)NCc3ccc(Cl)cc3)no2)c1
→ 1.4, 1.7, 8.6, 1.1, -15%, -1, 736, i, 60, -1.8, 1073, i, -4, -0.22, 1290, -4%
24) CCOc1ccc(-c2nnn(CC(=O)NCCc3c[nH]c4ccccc34)n2)cc1
→ 1.2, 3.0, 14, 1, 13%, 1, 654, i, 28, -2.1, 1166, i, 25, 0.71, 1970, 14%
25) CCOC(=O)c1ccc(N2C(=O)C=CC2=O)cc1
→ 1.7, 1.1, 5.4, 1, -18%, 0, 753, i, 39, -2.1, 1098, i, -5, 2.5, 776, -51%
26) CCOC(=O)N1CCN(C(=S)Nc2ccc3nc(N4CCN(CC)CC4)cc(C)c3c2)CC1
→ 2.5, 3.1, 1.4, 1.1, 31%, -3, 636, i, 10, 0.6, 933, i, -1, 0.36, 1273, 41%
27) COc1ccc(Cl)cc1NC(=S)N(Cc1ccccc1C)CC1CCC(C(=O)O)CC1 (stereo not given)
→ 3.2, 2.1, 5.1, 1, -4%, -19, 686, i, 47, 0.0, 1131, i, -43, 0.11, 1317, -12%
28) CCOc1ncccc1C(=O)Nc1nnc(C(CC)CC)s1
→ 4.0, 2.0, 10, 1.1, -9%, -12, 696, i, 43, 3.5, 982, i, 4, -0.52, 1225, -3%
29) CCOC(=O)N1CCC(NC(=O)Cn2c3ccccc3c3cn[nH]c(=O)c32)CC1
→ 5.1, 2.0, 2.3, 1, 10%, 0, 780, ·, ·, 1.4, 877, i, -9, 1, 1284, 4%
30) Cc1cc(C)n(-c2nnc(C)n2NC(=O)c2cccc(Cl)c2)n1
→ 4.2, 1.7, 4.4, 1.1, -9%, 1, 732, i, 12, 5.9, 525, i, -3, ·, ·, -11%

Another view of 2 compounds above.
23. COc1ccc(OC)c(-c2cc(C(=O)NCc3ccc(Cl)cc3)no2)c1
24. CCOc1ccc(-c2nnn(CC(=O)NCCc3c[nH]c4ccccc34)n2)cc1

| screen / no. | 23 | 24 |
| --- | --- | --- |
| MT stabilizer | 1.4 | 1.2 |
| MT stabilizer Hoechst-high % | 1.7 | 3.0 |
| MT stabilizer cytotoxicity % | 8.6 | 14 |
| TNAP activators | 1.1 | 1 |
| PMI inhibitors | -15% | 13% |
| Lipid droplet | -1 | 1 |
| Lipid droplet cells 6.5 µM | 736 | 654 |
| T cell HTS | i | i |
| T cell HTS vesicle-bound % | 60 | 28 |
| b-catenin transl | -1.8 | -2.1 |
| b-catenin transl cell count 5 µM | 1073 | 1166 |
| Autophagy mod | i | i |
| Autophagy mod cell loss 18 h | -4 | 25 |
| Ins promoter up | -0.22 | 0.71 |
| Ins promoter up cell count | 1290 | 1970 |
| PMI inhibition | -4% | 14% |

(list continues)
Under each structure: MT stabilizer, MT stabilizer Hoechst-high %, MT stabilizer cytotoxicity %, TNAP activators, PMI inhibitors, Lipid droplet, Lipid droplet cells 6.5 µM, T cell HTS, T cell HTS vesicle-bound %, b-catenin transl, b-catenin transl cell count 5 µM, Autophagy mod, Autophagy mod cell loss 18 h, Ins promoter up, Ins promoter up cell count, PMI inhibition
31) CN1CC(=O)N(CC(=O)Nc2ccc(F)cc2)c2ccccc2C1=O
→ 2.0, 1.7, 6.6, 1.1, -6%, ·, ·, i, 30, -1.8, 1003, i, -8, 0.42, 1282, -1%
32) Cc1ccc(NC(=O)c2ccc(CNc3c(N4CCC(C)CC4)c(=O)c3=O)cc2)cc1
→ ·, ·, ·, ·, ·, -11, 688, i, 9, -0.7, 1261, ·, ·, -0.22, 1105, ·
33) O=C(O)C1CC(c2ccccc2)=NO1 (stereo not given)
→ 1.5, 1.3, 6.0, 1, -20%, -3, 753, i, 67, -0.4, 1093, i, 1, -0.12, 882, -20%
34) CCC(C)[C@H](NC(=O)NCC1CCCO1)C(=O)OC (stereo not given in full)
→ 4.5, 1.9, 4.7, 1, 6%, 10, 644, i, 55, -1.2, 1200, i, -1, -0.74, 1760, 8%
35) Cc1cc(C)n(-c2nc(Nc3ccccc3C(F)(F)F)nc(-n3nc(C)cc3C)n2)n1
→ 1.9, 1.6, 1.3, 1.3, 28%, 4, 691, i, 32, 2.3, 558, i, 5, ·, ·, 36%
36) CCOC(=O)C1=C(N)Oc2c(c(=O)[nH]c3ccccc23)C1c1ccccc1 (stereo not given)
→ 1.4, 1.3, 5.7, 1.1, 3%, -15, 780, i, 34, -3.8, 1229, i, 7, 0.21, 851, 3%
37) Cn1c(SCC#N)nnc1-c1cccnc1
→ 3.6, 3.1, 5.6, 1.1, -7%, 13, 741, i, 55, ·, ·, i, 0, 0.68, 1245, -11%

Compound activity from PubChem.

The order is random. Share with any hit: about 2.9%.
